# Screens from PubChem.
# hcGAS inh: human cGAS inhibition. Q8N884. recombinant h-cGAS, ATP depletion, Kinase-Glo luminescence. inhibition, % at 12.5 µM. actives 0.081% (n = 290,000). AID 1259398;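 note: 0% = vehicle reaction and 100% = reaction without DNA for no activity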
# Target sequence (Q8N884 whole entry, looked up): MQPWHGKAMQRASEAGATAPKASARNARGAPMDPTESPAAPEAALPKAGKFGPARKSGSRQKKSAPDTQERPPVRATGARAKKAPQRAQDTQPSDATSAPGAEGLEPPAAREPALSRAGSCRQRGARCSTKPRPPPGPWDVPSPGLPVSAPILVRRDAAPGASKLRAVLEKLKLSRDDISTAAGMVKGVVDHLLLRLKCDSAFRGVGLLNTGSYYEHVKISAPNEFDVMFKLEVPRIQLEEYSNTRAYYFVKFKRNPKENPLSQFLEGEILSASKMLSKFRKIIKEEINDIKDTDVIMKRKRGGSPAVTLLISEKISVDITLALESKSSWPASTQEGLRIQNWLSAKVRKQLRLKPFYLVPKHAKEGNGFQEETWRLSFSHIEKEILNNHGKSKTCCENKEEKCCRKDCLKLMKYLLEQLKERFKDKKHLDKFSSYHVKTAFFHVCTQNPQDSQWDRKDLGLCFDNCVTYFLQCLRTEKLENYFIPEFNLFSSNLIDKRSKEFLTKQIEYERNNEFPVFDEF
# mcGAS lum: blocks mouse cGAS activity | Q8C6L5 | recombinant cGAS, Kinase-Glo ATP depletion luminescence | inhibition, % at 12.5 µM | actives 0.15% (n = 160,000) | AID 1259399;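 note: 0% = negative control wells and 100% = reference inhibitor with no enzyme activity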
# NPYLR7 agonist: activates Aedes aegypti NPYLR7 receptor | AID 1259423 | actives 0.15% (n = 270,000) | HEK293T NPYLR7/Galpha15, GCaMP6s calcium fluorescence | activation, % at 10 µM; in the data active = activation above about 40%;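 note: 0% = vehicle and 100% = reference agonist at the receptor; some compounds past the cut are filed as inactive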
# The depositor's hits bear a star; · = no result given; & = joins results of further samples; ! = not active in a repeat. Cut-off read from the data, not from the text of the source, unless noted: active = inhibition above about 40%; inactive = the rest.
SMILES,hcGAS inh,mcGAS lum,NPYLR7 agonist
Cn1c(C(F)(F)F)nn(CN2CCN(Cc3ccccc3)CC2)c1=S,-5,-7,4
COc1ccc(Cl)cc1NC(=O)CCc1csc(NC(=O)c2ccc[nH]c2=O)n1,-1,-7,-6
O=C(NCC1(c2cccc(F)c2)CCOCC1)C1CC2(CCNCC2)CN1 (stereo unspecified),-8,·,9
CCNC(=O)C1(C)CCCN(Cc2ccc3ccccc3c2Br)C1 (stereo unspecified),-3,-3,8
Cc1nccn1CC1CCCN(Cc2cc3c(cc2Cl)OCO3)C1 (stereo unspecified),-5,-12,1
Nc1nc(SCC(=O)N2CCN(c3ccccc3)CC2)[nH]c(=O)c1NC(=O)c1ccccc1,-11,-9,-5
CSc1cccc(-n2nnc(C(=O)OCc3cccc(C)c3)c2C)c1,-5,-8,15
Cc1cccc(-c2cc(N)n(-c3ccc(C(=O)NCCc4c[nH]c5ccccc45)cc3)n2)c1,-3,-5,-11
CN(Cc1ccccc1C(=O)O)C1Cc2ccccc2C1,-3,·,0
Clc1ccc(-c2noc(CSc3nnc(Cn4cncn4)o3)n2)cc1,-3,-5,0
O=S(=O)(c1ccccc1C(F)(F)F)N1CCN(CCCOC(c2ccc(Cl)cc2)c2ccc(Cl)cc2)CC1,-7,-8,6
O=c1[nH]cnc2nc(NN=Cc3ccc(Br)cc3)[nH]c12,2,·,-13
Cc1ccc(CN(Cc2ccc3c(c2)OCO3)C(=O)CN(CC2CCCO2)C(=O)C2CCC2)o1 (stereo unspecified),-6,-5,-5
CCOc1ccc(C2c3[nH]c4ccccc4c3CCN2C(=O)c2cccc(C)n2)cc1 (stereo unspecified),-5,-8,14
C=c1onc(-c2ccccc2)c1=c1[nH]/c(=C\c2c[nH]c3ccccc23)c(=O)o1,4,3,2
O=c1c2ccccc2cnn1-c1ccc(F)cc1F,-8,-5,22
Fc1cccc(Oc2cc(N3CCN(c4ccccc4F)CC3)ncn2)c1,0,-2,-16
CC(C)c1cc(NC(=O)C2CCN(C)C(=O)C2)n[nH]1 (stereo unspecified),-9,·,12
COCC(=O)Nc1ccc(-c2ccc(F)cc2OC)cc1,-4,·,11
CC(C)c1nn(C)c(Cl)c1CNCC(O)c1ccccc1 (stereo unspecified),-5,·,5
CC(c1ccc(F)cc1)N1CCC(C(=O)NC2CCCCC2)CC1 (stereo unspecified),-15,·,3
CC(C)(C)CN1CCCC2(CCN(C(=O)c3ccc(Cn4cnnn4)cc3)C2)C1 (stereo unspecified),-11,·,5
CCOC(=O)C1CCN(C(=O)c2cc(-c3ccc(OC)cc3OC)nn2-c2cccc(Cl)c2)CC1,6,2,-6
COc1ccc(CC(=O)N2CCOC(COc3ccccc3OC)C2)cn1 (stereo unspecified),2,·,30
Cc1nc(CCNC(=O)CCNC(=O)c2ccc(F)cc2)nc2c1CCC2,-7,·,7
O=C1/C(=C/c2ccc(-c3ccc(Br)cc3)o2)C=C(c2ccccc2)N1c1ccc(Br)cc1,-4,2,-2
COCCN1C(=O)N(Cc2ccccc2)C2(CCN(Cc3ccc4c(c3)Cc3ccccc3-4)CC2)C1=O,-3,-13,6
CCOC(=O)CCC(=O)N1CCN(C(=O)c2cc3ccoc3n2Cc2ccc(C)cc2)CC1C (stereo unspecified),-4,-3,8
CCCN1CCN(C(=O)C2CCN(c3cn[nH]c(=O)c3)CC2)CC1,-11,-5,·
COc1ccc(-c2cc(COC(=O)C3=COCCO3)on2)cc1,-3,·,9
Oc1ccccc1-c1noc(-c2ccccc2O)n1,-3,-6,1
O=C1/C(=C/c2ccc(-c3cc(Cl)ccc3Cl)o2)C=C(c2ccccc2)N1Cc1ccccc1,-6,·,0
O=C(Cn1nc2c(SC3CCCCC3)nccn2c1=O)N1CCN(c2ccc(F)cc2)CC1,-1,-2,-2
C=C(C)Cn1c(N(C)Cc2ccccc2)nc2c1c(=O)n(C)c(=O)n2C,-11,·,4
CCn1ncnc1C(C)NC(=O)c1ccccc1-c1ncc[nH]1 (stereo unspecified),-1,-19,6
O=C(NCc1noc(-c2ccco2)n1)c1cnn2c1CCCC2,-4,0,-2
CCOc1ccc(NC(C)=O)cc1,-4&-4,·,71*!
COC(=O)NNS(=O)(=O)c1cccc(Br)c1,-4,·,0
COCCCN(CC(=O)N(Cc1ccccc1)Cc1cccn1Cc1cccc(OC)c1)C(=O)/C=C/c1ccccc1,-3,-6,1
Cc1ccc(CN(CC(O)Cc2ccccc2)CC2CCCO2)s1 (stereo unspecified),-11,-4,29
O=C(Oc1coc(CSc2ncccn2)cc1=O)c1ccc(Br)o1,4,-4,-15
CCOC(=O)N1CCN(C(=O)CSc2nnc(C)c3cnn(-c4ccc(F)cc4)c23)CC1,-10,-16,-11
O=C(Nc1nc(-c2ccc(Br)cc2)cs1)c1c(O)c2ccccc2[nH]c1=O,-6,-5,11
CC(C)(C)NC(=O)CSc1nc(O)cc(=O)n1-c1ccccc1,-3,-8,-10
Brc1cc2c(cc1CN1CCN(c3ccccn3)CC1)OCCO2,-1,·,5
Cc1cnc(NC(=O)C2CCN(C(=O)OC(C)(C)C)CC2)s1,-5,-9,7
CC1(C(=O)OCC(=O)NC2CCS(=O)(=O)C2)CC1(Cl)Cl (stereo unspecified),-6,·,2
O=C(CCc1ccccc1)Nc1nnc(SCc2c(F)cccc2F)s1,-3,-5,21
O=C(c1ccc[nH]c1=O)N(Cc1ccsc1)CC1CCCO1 (stereo unspecified),-4,·,11
CN(CCc1ccncc1)S(=O)(=O)c1ccc(N2C(=O)CCS2(=O)=O)cc1,-2,·,1

# Overlap with the part before: two entries; new compounds follow.
SMILES,hcGAS inh,mcGAS lum,NPYLR7 agonist
O=C(c1ccc[nH]c1=O)N(Cc1ccsc1)CC1CCCO1 (stereo unspecified),-4,·,11
CN(CCc1ccncc1)S(=O)(=O)c1ccc(N2C(=O)CCS2(=O)=O)cc1,-2,·,1
CCc1cccc(NC(=O)N(CC(=O)N(Cc2ccccc2)Cc2sccc2C)C(C)C)c1,0,-4,-4
Cc1cc(C)c2c(N)c(-c3cc(=O)oc4cc(C)c(O)cc34)sc2n1,-11,-8,11
CCS(=O)(=O)Oc1ccc(CN(Cc2ccco2)C(=O)NC23CC4CC(CC(C4)C2)C3)cc1,-4,-4,-8
COc1ccc(C(=O)N2CCC3(CC2)C(=O)N(CC(=O)NCc2cccc(C(F)(F)F)c2)CN3c2ccccc2)c(OC)c1,-14,-6,·
CCOC(=O)N1CCN(C2CCCN(C(=O)c3c4c(nn3C)CCCC4)C2)CC1 (stereo unspecified),-9&-14,·,5&0
CCCc1nc(N2CC[C@@H](c3ccc4ccccc4c3)[C@H](O)C2)no1,-3,-10,9
CN(C(=O)CSc1nc2cc(Cl)ccc2s1)C1CCS(=O)(=O)C1 (stereo unspecified),-6,-7,8
CC1(C)CC(=O)C2C(=Nc3ccccc3NC2c2cccc(Cl)c2Cl)C1 (stereo unspecified),-9,·,-8
Cc1c(C(=O)NC(C)(C)C)c(C(F)(F)F)nn1C1CCCN(C(C)C)C1 (stereo unspecified),-10,·,11
CCOC(=O)Cn1c(=NC(=O)c2ccn(C)n2)sc2cc3c(cc21)OCCO3,3,-1,2
O=C1C=Cc2ccccc2C1=Cc1sc(=S)[nH]c1O,-3,9,-5
COc1cccc(Cc2c(C)nc(C)nc2N2CCN(S(=O)(=O)c3ccc(NC(C)=O)cc3)CC2)c1,-9,-10,·
COc1ccc(C(=O)NNC(=O)C2CC2)cc1S(=O)(=O)N1CCCC1,-5,-5,0
CC12CC(c3ccccc3O1)C(S(=O)(=O)c1ccccc1)C(=O)N2 (stereo unspecified),-11,-6,9
CCOc1ccc(-c2ccc(C(=O)N(CC(C)C)CC(C)C)s2)cc1,-8,-7,5
O=C(NC(c1ccccc1)c1cnccn1)C1CCN(CCOc2ccccc2)CC1 (stereo unspecified),-4,·,4
CCCOC(=O)C1=C(C)N(C)C(=O)NC1c1cc(OC)ccc1OC (stereo unspecified),-7,-5,9
COCCN(Cc1ccc(C)o1)CC(O)COC(C)C (stereo unspecified),-4,-5,21
COc1ccccc1-n1cc(CN2CCCC(N3CCc4ccccc4C3)C2)cn1 (stereo unspecified),3,-1,-6
CC(Cc1cnccn1)Nc1ccc(-c2nc(-c3cccc(Cl)c3)no2)cn1 (stereo unspecified),-7,-15,9
COc1cccc2cc(-c3nnc(Nc4ccc(Br)cc4)s3)c(=O)oc12,-6,·,-3
Cc1cc(C(=O)N(CCC(=O)N2CCOCC2)CCC(C)C)c(C)o1,1,1,·
CCn1nccc1NC(=O)COc1cccc2ccccc12,0&9,-5,2&1
Cc1[nH]n(-c2nc(-c3ccccc3)cs2)c(=O)c1N=Nc1cccc(C(=O)O)c1,0,-4,3
Cc1cc(C(=O)N2CCC(N3CCCC(C(=O)N4CCCC4)C3)CC2)on1 (stereo unspecified),-6,·,-8
O=C(c1ccc(N2CCC(NCc3cccs3)CC2)cc1)N1CCCC(CO)C1 (stereo unspecified),-3,·,3
CN(C)C(CNS(=O)(=O)Cc1ccccc1F)c1cccs1 (stereo unspecified),-6,-6,3
CC1CN(c2cc(Oc3ccccc3Cl)ncn2)CCN1 (stereo unspecified),-7,·,4
Cc1ccc(NC(=O)N2CCN(c3c(Cc4ccccc4)c(C)nc4ncnn34)CC2)cc1,0,1,·
O=C(Nc1ccc(F)cc1F)C(C1CCCC1)N1CCN(C(=O)c2ccc(C(F)(F)F)cc2)CC1 (stereo unspecified),-9,-6,4
CSc1ncc(Cl)c(C(=O)Nc2sc3c(c2C(=O)NCc2ccco2)CCC3)n1,0,·,7
COc1ccc(CCNC(=O)c2cccc(-n3nc(-c4nnc(C)o4)cc3C(C)(C)C)c2)cc1,-3,-4,·
COc1cc(C2CC(c3ccc(C)cc3)=Nc3ncnn32)cc(OC)c1OC (stereo unspecified),-5,·,3
CCOc1ccc(NC(=O)Cn2nc(-c3ccccc3)c3sc(N4CCOCC4)nc3c2=O)cc1,-3,-8,-2
CCC(C(=O)NCCOc1ccc2nnc(-c3ccccc3)n2n1)c1ccccc1 (stereo unspecified),-5,-11,-11
CC1CCCN(C(c2ccc(F)cc2)C2Sc3ncnn3C2=O)C1 (stereo unspecified),-3,-6,6
Cc1cc(C)n(CCN(C(=O)c2ccno2)c2nc3c(C)c(Cl)ccc3s2)n1,-2,-10,-17
CC1(C)Cc2cccc(OCC(=O)N3CCN(c4ncnc5c4nnn5Cc4ccccc4)CC3)c2O1,-6,-9,-5
COc1ccc(C)cc1NC(=O)Cn1cnc2cc(Cl)ccc2c1=O,-4,·,-4
CC1CCCC(C)N1S(=O)(=O)c1ccsc1C(=O)O (stereo unspecified),-1,·,-24
COc1ccc(NC(=O)CSc2nnc(NC(=O)c3ccco3)s2)cc1,-4,-5,-13
O=C(N1CCOCC1)N1C[C@H](O)[C@H]2C[C@@H]1Cc1c2[nH]c2ccccc12,-7,-9,30
CC1SC(c2ccc(C(F)(F)F)cc2)N(CCC(=O)NCc2ccc(F)cc2)C1=O (stereo unspecified),-1,-7,2
CCOC(=O)c1[nH]c(C)c(C(=O)C(C)N(CCOC)C(=O)c2ccc([N+](=O)[O-])cc2)c1C (stereo unspecified),-5,-5,0
CC1CC(C)(C)CCC1NC(=O)NCC(C)(O)c1cnn(C)c1 (stereo unspecified),-15,·,6
O=C1CCCN1CCC(=O)N1CCOC(CCc2ccccc2)C1 (stereo unspecified),-7,-10,3
Cc1ccc(F)c(NC(=O)CCC(=O)NCCN2CCOCC2)c1,0,-9,1
O=C(CN(c1cccc([N+](=O)[O-])c1)S(=O)(=O)c1ccccc1)N1CCc2ccccc2C1,1,1,-14
Cc1cccc(C(=O)N(Cc2cc(NC(=O)C3CC3)ccc2N(C)C)C(C)C)c1,3,-3,-10
Cc1ccn2c(=O)nc(SCC(=O)Nc3ccccc3C)nc2c1,-7,-8,1
# Later entries
SMILES,hcGAS inh,mcGAS lum,NPYLR7 agonist
CCCn1c(=O)c2c(nc3n(Cc4ccco4)c(C)cn23)n(C)c1=O,-8,·,-2
C=CCNCC(=O)N(Cc1ccco1)CC1CCCO1 (stereo unspecified),1,·,-4
O=C(CCOc1ccccc1)NC1CCCN(c2nc3ccccc3s2)C1 (stereo unspecified),-12,·,16
Cc1ccc(NC(=O)/C(=C/C=C/c2ccccc2)NC(=O)c2ccccc2)cc1,-5,-4,0

# Entries shown so far that have a furan ring, fused or not, in the order listed:
SMILES,hcGAS inh,mcGAS lum,NPYLR7 agonist
Cc1ccc(CN(Cc2ccc3c(c2)OCO3)C(=O)CN(CC2CCCO2)C(=O)C2CCC2)o1 (stereo unspecified),-6,-5,-5
O=C1/C(=C/c2ccc(-c3ccc(Br)cc3)o2)C=C(c2ccccc2)N1c1ccc(Br)cc1,-4,2,-2
CCOC(=O)CCC(=O)N1CCN(C(=O)c2cc3ccoc3n2Cc2ccc(C)cc2)CC1C (stereo unspecified),-4,-3,8
O=C1/C(=C/c2ccc(-c3cc(Cl)ccc3Cl)o2)C=C(c2ccccc2)N1Cc1ccccc1,-6,·,0
O=C(NCc1noc(-c2ccco2)n1)c1cnn2c1CCCC2,-4,0,-2
O=C(Oc1coc(CSc2ncccn2)cc1=O)c1ccc(Br)o1,4,-4,-15
CCS(=O)(=O)Oc1ccc(CN(Cc2ccco2)C(=O)NC23CC4CC(CC(C4)C2)C3)cc1,-4,-4,-8
COCCN(Cc1ccc(C)o1)CC(O)COC(C)C (stereo unspecified),-4,-5,21
Cc1cc(C(=O)N(CCC(=O)N2CCOCC2)CCC(C)C)c(C)o1,1,1,·
CSc1ncc(Cl)c(C(=O)Nc2sc3c(c2C(=O)NCc2ccco2)CCC3)n1,0,·,7
COc1ccc(NC(=O)CSc2nnc(NC(=O)c3ccco3)s2)cc1,-4,-5,-13
CCCn1c(=O)c2c(nc3n(Cc4ccco4)c(C)cn23)n(C)c1=O,-8,·,-2
C=CCNCC(=O)N(Cc1ccco1)CC1CCCO1 (stereo unspecified),1,·,-4
